pPAFAH inh: pPAFAH enzyme inhibitors, primary screen, biochemical, fluorescence polarization, human; recombinant pPAFAH, FP-rhodamine probe fluorescence polarization; inhibition, % at 3.39 µM; hit rate 1.5% among 330,000;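 active = inhibition above the mean inhibition across the screen plus 3 SD, cut at about 25% in these data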;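 also: inhibitors block binding of the rhodamine activity-based probe so polarization drops; 0% = enzyme with DMSO and 100% = wells lacking pPAFAH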
Target sequence (Q13093 whole entry, looked up): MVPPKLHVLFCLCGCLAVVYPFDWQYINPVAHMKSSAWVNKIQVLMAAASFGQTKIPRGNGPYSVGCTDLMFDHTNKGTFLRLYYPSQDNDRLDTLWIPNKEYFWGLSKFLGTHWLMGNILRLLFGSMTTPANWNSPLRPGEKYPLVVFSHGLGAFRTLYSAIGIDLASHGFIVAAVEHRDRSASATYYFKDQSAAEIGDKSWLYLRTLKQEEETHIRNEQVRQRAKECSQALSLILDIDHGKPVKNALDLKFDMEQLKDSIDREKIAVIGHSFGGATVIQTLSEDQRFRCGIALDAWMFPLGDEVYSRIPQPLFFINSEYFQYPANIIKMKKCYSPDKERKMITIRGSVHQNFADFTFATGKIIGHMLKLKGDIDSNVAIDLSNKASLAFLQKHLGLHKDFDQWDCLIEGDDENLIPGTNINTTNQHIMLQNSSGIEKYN
PREPL inhibitor: PREPL enzyme inhibitors, primary screen, biochemical, fluorescence polarization. Prolyl endopeptidase-like (Homo sapiens), Q4J6C6. recombinant PREPL, fluorescence polarization activity-based probe. inhibition, % at 5.96 µM. hit rate 0.68% among 320,000; in the data active = inhibition above about 43%;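 also: 0% = enzyme with DMSO and 100% = wells lacking enzyme; many of its hits are not listed in these tables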
PAFAH1B3 FP inh: PAFAH1B3 enzyme inhibitors, primary screen, biochemical, fluorescence polarization, human. Platelet-activating factor acetylhydrolase IB subunit alpha1 (Homo sapiens), Q15102. recombinant PAFAH1B3, FP-rhodamine probe. inhibition, % at 3.39 µM. hit rate 0.28% among 340,000. AID 492972, 2010;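 active = inhibition above the screen-wide average of all tested compounds plus 3 SD, cut at about 25% in these data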;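 also: 0% = enzyme with DMSO only and 100% = wells lacking PAFAH1B3 protein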
EBNA-1 inhibitor: EBNA-1 DNA-binding inhibitors, primary screen, biochemical, fluorescence polarization; inhibition, % at 14.8 µM; hit rate 0.34% among 300,000; in the data active = inhibition above about 28%
LYPLA1 inh: LYPLA1 inhibitors, primary screen, counter-screen for PME1 inhibitor project, biochemical, fluorescence polarization, FP-Rh probe ABPP; Acyl-protein thioesterase 1 (Homo sapiens), O75608; recombinant LYPLA1; inhibition, % at 5.9 µM; hit rate 0.16% among 320,000;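 active = inhibition above the mean of all tested compounds plus 3 SD, set per campaign, cut at about 14% in these data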;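 also: inhibitors block serine hydrolase probe labeling of LYPLA1 so polarization falls; 0% = enzyme with DMSO and 100% = wells lacking LYPLA1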
PAFAH1B2 inh: PAFAH1B2 enzyme inhibitors, primary screen, biochemical, fluorescence polarization, human; recombinant PAFAH1B2, FP-rhodamine activity probe; inhibition, % at 3.39 µM; hit rate 1.2% among 340,000; AID 492953, 2010;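 active = inhibition above the mean of all tested compounds plus 3 SD, cut at about 24% in these data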;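 also: 0% = enzyme with DMSO and 100% = wells lacking PAFAH1B2; many of its hits are not listed in these tables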
ZTA DNA inh: counter-screen for EBNA-1 inhibitors: inhibitors of Epstein-Barr virus ZTA; hit rate 0.15% among 320,000; ZTA-DNA binding, fluorescence polarization; P03206; inhibition, % at 11 µM; in the data active = inhibition above about 33%
Target sequence (P03206 whole entry, looked up): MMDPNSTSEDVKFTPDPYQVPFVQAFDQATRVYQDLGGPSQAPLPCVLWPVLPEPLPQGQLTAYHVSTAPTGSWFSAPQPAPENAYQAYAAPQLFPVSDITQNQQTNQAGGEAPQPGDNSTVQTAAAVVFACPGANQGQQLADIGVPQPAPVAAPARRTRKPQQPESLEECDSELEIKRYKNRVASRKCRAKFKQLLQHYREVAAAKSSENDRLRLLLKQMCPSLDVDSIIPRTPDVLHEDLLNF
PAFAH2 FP inh: PAFAH2 enzyme inhibitors, primary screen, biochemical, fluorescence polarization, human | Platelet-activating factor acetylhydrolase 2, cytoplasmic (Homo sapiens), Q99487 | recombinant PAFAH2, FP-rhodamine activity probe | inhibition, % at 3.39 µM | hit rate 0.99% among 340,000;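 active = inhibition above the mean over all tested compounds plus 3 SD, cut at about 30% in these data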;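 also: inhibitors block probe labeling of enzyme so polarization drops; 0% = enzyme with DMSO and 100% = wells lacking PAFAH2 protein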
LYPLA2 inh: LYPLA2 inhibitors, primary screen, counter-screen for PME1 inhibitor project, biochemical, fluorescence polarization, FP-Rh probe ABPP | recombinant LYPLA2 | inhibition, % at 5.9 µM | hit rate 0.38% among 320,000 | AID 2177, 2009;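 active = inhibition above the screen-wide mean plus 3 SD, limit set per campaign, cut at about 26% in these data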;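 also: 0% = LYPLA2 with DMSO and 100% = wells lacking LYPLA2 enzyme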
Target sequence (O95372 whole entry, looked up): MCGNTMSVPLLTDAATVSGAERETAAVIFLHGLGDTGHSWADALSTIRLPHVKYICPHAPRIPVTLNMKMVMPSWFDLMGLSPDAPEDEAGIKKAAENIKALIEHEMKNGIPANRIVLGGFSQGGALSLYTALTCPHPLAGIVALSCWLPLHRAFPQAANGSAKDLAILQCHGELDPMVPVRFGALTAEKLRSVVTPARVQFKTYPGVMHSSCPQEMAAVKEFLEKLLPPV
The depositor's hits bear a star; . = not tested or not shown. These rows are one share of the data; rates above refer to the full screens.

SMILES	pPAFAH inh	PREPL inhibitor	PAFAH1B3 FP inh	EBNA-1 inhibitor	LYPLA1 inh	PAFAH1B2 inh	ZTA DNA inh	PAFAH2 FP inh	LYPLA2 inh
COc1ccc(C(=O)/C=C/c2ccc(N3CCCCC3)c([N+](=O)[O-])c2)cc1	10	1	13	3	-6	4	-22	6	4
CCOC(=O)c1cccc(NC(=O)Nc2ccc3c(c2)C(=O)OC3)c1	-3	20	.	24	-3	.	-7	.	4
CCCCNC(=O)c1c(CSc2ccc(Cl)cc2)noc1C(=O)NCc1ccccc1	-3	-5	-1	-5	-15	-9	-2	-16	-21
O=[N+]([O-])c1cccc(OCC(O)CN2CCN(S(=O)(=O)c3cc(Cl)ccc3Cl)CC2)c1 (stereo unspecified)	3	20	-1	-8	-1	4	-6	14	19
COc1ccc(NC(=O)C2CSC(C)(C)N2C=O)cc1 (stereo unspecified)	-1	6	0	1	-1	4	3	7	-5
CCC(CO)Oc1cc(NC(=O)c2ccccc2Cl)c2ncn(C(C)C)c2c1 (stereo unspecified)	2	18	6	.	.	1	.	-3	.
Cc1cccc(CS(=O)(=O)c2ncc(Cl)c(C(=O)Nc3nnc(C(C)C)s3)n2)c1	8	-9	0	7	2	5	12	7	-6
O=C(NCCN1CCN(C(=O)c2ccc([N+](=O)[O-])cc2)CC1)C(=O)NCc1ccccc1	2	-9	7	-8	-1	4	-8	-2	-2
CC(C)(C)CN1CCNC[C@H]1Cc1ccc(O)cc1	5	11	13	-2	-3	1	-3	8	-2
CN(CCc1cnn(C)c1)Cc1cn[nH]c1-c1ccc(-c2ccccc2)cc1	3	-5	10	7	-1	6	6	7	0

Two of the compounds above, as a markdown table:
| compound | pPAFAH inh | PREPL inhibitor | PAFAH1B3 FP inh | EBNA-1 inhibitor | LYPLA1 inh | PAFAH1B2 inh | ZTA DNA inh | PAFAH2 FP inh | LYPLA2 inh |
| --- | --- | --- | --- | --- | --- | --- | --- | --- | --- |
| O=C(NCCN1CCN(C(=O)c2ccc([N+](=O)[O-])cc2)CC1)C(=O)NCc1ccccc1 | 2 | -9 | 7 | -8 | -1 | 4 | -8 | -2 | -2 |
| CC(C)(C)CN1CCNC[C@H]1Cc1ccc(O)cc1 | 5 | 11 | 13 | -2 | -3 | 1 | -3 | 8 | -2 |

Next part.
SMILES	pPAFAH inh	PREPL inhibitor	PAFAH1B3 FP inh	EBNA-1 inhibitor	LYPLA1 inh	PAFAH1B2 inh	ZTA DNA inh	PAFAH2 FP inh	LYPLA2 inh
N#C/C(=C/c1ccccc1[N+](=O)[O-])c1nnc2n1CCCCC2	2	-3	1	0	-6	-1	5	6	-4
CSc1nc2ncnc(N)c2[nH]1	2	2	.	-13	0	.	4	.	-2
COc1ccc(Cc2nnc(SCC(=O)Nc3ccc(C)cc3)n(N)c2=O)cc1	2	7	0	-9	0	9	3	3	7
O=C(Cn1c(NCCO)nc2ccccc21)NCCc1ccc(F)cc1	2	0	1	3	-2	3	-6	5	-4
COc1ccccc1/C=C/CN1CCC(Oc2cc(C(=O)NC3CC3)ccc2OC)CC1	0	7	0	-1	1	-3	-11	-1	13
O=C(/C=C/c1ccccc1Cl)c1ccc(O)cc1	5	0	13	-2	1	3	14	2	-4
CC1CCN(C(=O)c2ccc(CNc3c(N4CCCC4)c(=O)c3=O)cc2)CC1	-4	-1	5	-4	-3	1	-20	3	2
Cc1cc(NC(=O)c2sc(Nc3ccc(F)c(Cl)c3)nc2N)no1	7	13	4	18	-2	2	6	2	3
O=S(=O)(c1ccccc1Cl)N1CCC(Cc2ccccc2)CC1	0	-8	-2	-16	-1	0	-12	6	1
COC(=O)/C=C1/N/C(=N\c2nc(C)cc(C)n2)N(c2ccc(C)c(C)c2)C1=O	2	1	4	-7	-1	6	-3	6	-7
Cc1ccc(C)c(NC(=O)C2CCCN2S(=O)(=O)c2ccc3c(c2)n(C)c(=O)c(=O)n3C)c1 (stereo unspecified)	4	10	1	0	-2	-2	-2	3	-2
O=C(CCN1CCc2ccccc2C1)Nc1cccc(F)c1	2	20	-5	5	2	-1	17	-16	2
COc1cccc(Nc2nc(N)nc(CCl)n2)c1	1	-8	2	2	0	1	-2	-10	2
CCOc1ccccc1-n1c(C)cc(C=O)c1C	-4	-2	9	-5	-5	3	7	0	-14
COCCCNc1nc2c(-c3ccc(Cl)cc3)nnn2c2ccccc12	-3	8	0	8	4	2	-7	2	1
CCOc1ccc(CNC(=O)C2CCN(S(=O)(=O)c3ccc4c(c3)CCCC(=O)N4)CC2)cc1	6	-1	6	-12	1	4	-16	-3	-1
O=C(c1cc(COc2ccc(F)cc2Cl)on1)N1CCC(c2ccncc2)CC1	2	4	5	-4	6	1	-3	1	33*
O=C(NC1CCCCC1)C1CCCN1S(=O)(=O)c1cccc2nsnc12 (stereo unspecified)	1	7	-1	-6	-5	-1	-5	4	0
O=C(C1CCCN(S(=O)(=O)c2cccc3nonc23)C1)N1CCC(Cc2ccccc2)CC1 (stereo unspecified)	2	10	6	-1	1	6	1	6	5
CCCc1cc(-c2nc(-c3ccc(C)cc3)cs2)ccn1	4	-4	4	12	-1	1	12	-14	1
CCn1c(/C=C/c2cc(Br)ccc2O)nc2ccccc2c1=O	5	2	9	0	-4	4	8	11	0
O=C(CN1C(=O)c2cccc3cccc1c23)NCc1ccccn1	2	-6	0	-14	-3	7	-3	-2	1
C=CCn1c(N)cc(=O)nc1SC(C)C(=O)Nc1cccc2ccccc12 (stereo unspecified)	1	-4	4	7	-1	3	5	10	2
C/C=C/Cn1c(SCc2ccccc2)nc2c1c(=O)[nH]c(=O)n2C	10	10	4	-4	-2	-6	2	2	3
CC(=O)Nc1ccc(S(=O)(=O)N2CCN(c3cc(C)nc4ncnn34)CC2)cc1	-3	3	4	-4	-3	2	7	-1	-9
O=C(NCC1CCCO1)C(c1cccs1)N(C(=O)Cn1nnc(-c2cccs2)n1)C1CCCC1 (stereo unspecified)	-1	11	-6	5	-4	-2	17	-18	1
CCNc1oc(-c2ccccc2F)nc1S(=O)(=O)c1ccccc1	-2	10	1	6	0	-1	6	-4	-2
Cc1c(NC(=O)COc2ccc(C(C)C)cc2)c(=O)n(-c2ccccc2)n1C	1	5	5	-6	-7	4	-4	-1	-5
O=C(C1=C[C@@H](C2CCCCC2)C[C@@H](OCCCCO)O1)N1CCOCC1	2	21	0	7	-1	0	-14	2	3
CCc1ccc(OC(C)C(=O)Nc2ccccc2C(=O)N2CCOCC2)cc1 (stereo unspecified)	0	-3	2	-6	0	1	-10	3	7
COc1ccc(Oc2ccccc2C=O)cc1	6	2	4	2	4	4	-1	4	8
COC(=O)c1ccsc1NC(=O)CCc1ccccc1	9	-4	7	-3	2	8	0	-3	3
Cc1ccc(C(C(=O)NC(C)(C)C)N(CCCN2CCOCC2)C(=O)c2ccc(-c3ccccc3)[nH]2)o1 (stereo unspecified)	-1	17	9	-2	-6	-1	-5	-4	-5
O=C(CSc1ccc(-c2cccnc2)nn1)N1CCCC1	1	3	3	-1	-3	-4	3	5	-6
Cc1cc(C)nc(N/N=C/C=C/c2ccccc2)n1	4	7	2	-2	1	4	18	5	0
CCC(Oc1ccccc1)C(=O)Nc1ccccc1N1CCCCC1 (stereo unspecified)	9	5	2	3	1	7	6	0	-5
COc1ccc(S(=O)(=O)NCCc2ccco2)cc1OC	0	-3	11	-8	3	7	1	6	7
O=C(NCCc1c[nH]c2ccccc12)Nc1ccccc1	2	-1	11	-6	2	2	-3	-3	4
O=C(Nc1ccccc1O)c1nc(Cl)ccc1Cl	0	-10	5	-11	-2	5	-2	-3	-1
Cn1nnnc1SCC(=O)N1CCN(Cc2ccccc2)CC1	0	14	8	6	-1	5	10	-2	7
Cc1c(Cl)cccc1NC(=O)CSC(N)=O	5	-2	8	2	1	1	6	-1	-2
CCO[C@@H]1OC(C(=O)NCc2ccccc2)=C[C@H](c2cn(C(C)=O)c3ccccc23)[C@H]1CCCO	7	-11	-2	-11	1	2	7	7	-1
CCCC(=O)NCc1cc(-c2nn(C)c(=O)c3ccccc23)ccc1OC	1	5	8	0	-2	5	9	12	1
COc1ccc(OC)c(-c2cnc(OC(C)(C)C)nc2OC(C)(C)C)c1	5	-8	-4	0	1	0	-8	4	-2
COc1ccc(N2CCN(C(=O)c3cccc(N4C(=O)C5C6C=CC(C6)C5C4=O)c3)CC2)cc1 (stereo unspecified)	3	21	9	-1	5	-5	-9	0	12
O=C(COc1ccc(/C=N/NS(=O)(=O)c2ccccc2)cc1)NCc1ccccc1	0	10	-5	-9	0	2	-12	6	-3
O=C(CSc1cccc[n+]1[O-])CSc1cccc[n+]1[O-]	-2	6	7	-4	-2	4	2	-2	-6
Cc1cc(OC(=O)N2CCOCC2)cc(C)c1Cl	7	5	-1	-3	1	2	1	-3	3
O=C(CSc1nc(-c2ccccc2)c(-c2ccccc2)o1)NC1CCS(=O)(=O)C1 (stereo unspecified)	8	1	8	5	-1	2	19	4	4
O=C(Nc1cccn2ncnc12)c1cccc(C(F)(F)F)c1	0	10	6	-5	-1	8	-20	9	4

13 entries from above, ordered by count of non-hydrogen atoms, highest first.
SMILES	pPAFAH inh	PREPL inhibitor	PAFAH1B3 FP inh	EBNA-1 inhibitor	LYPLA1 inh	PAFAH1B2 inh	ZTA DNA inh	PAFAH2 FP inh	LYPLA2 inh
CCO[C@@H]1OC(C(=O)NCc2ccccc2)=C[C@H](c2cn(C(C)=O)c3ccccc23)[C@H]1CCCO	7	-11	-2	-11	1	2	7	7	-1
COc1ccc(N2CCN(C(=O)c3cccc(N4C(=O)C5C6C=CC(C6)C5C4=O)c3)CC2)cc1 (stereo unspecified)	3	21	9	-1	5	-5	-9	0	12
O=C(COc1ccc(/C=N/NS(=O)(=O)c2ccccc2)cc1)NCc1ccccc1	0	10	-5	-9	0	2	-12	6	-3
O=C(CSc1nc(-c2ccccc2)c(-c2ccccc2)o1)NC1CCS(=O)(=O)C1 (stereo unspecified)	8	1	8	5	-1	2	19	4	4
CCCC(=O)NCc1cc(-c2nn(C)c(=O)c3ccccc23)ccc1OC	1	5	8	0	-2	5	9	12	1
COc1ccc(OC)c(-c2cnc(OC(C)(C)C)nc2OC(C)(C)C)c1	5	-8	-4	0	1	0	-8	4	-2
CCC(Oc1ccccc1)C(=O)Nc1ccccc1N1CCCCC1 (stereo unspecified)	9	5	2	3	1	7	6	0	-5
Cn1nnnc1SCC(=O)N1CCN(Cc2ccccc2)CC1	0	14	8	6	-1	5	10	-2	7
O=C(Nc1cccn2ncnc12)c1cccc(C(F)(F)F)c1	0	10	6	-5	-1	8	-20	9	4
O=C(NCCc1c[nH]c2ccccc12)Nc1ccccc1	2	-1	11	-6	2	2	-3	-3	4
Cc1cc(C)nc(N/N=C/C=C/c2ccccc2)n1	4	7	2	-2	1	4	18	5	0
O=C(Nc1ccccc1O)c1nc(Cl)ccc1Cl	0	-10	5	-11	-2	5	-2	-3	-1
Cc1c(Cl)cccc1NC(=O)CSC(N)=O	5	-2	8	2	1	1	6	-1	-2

Screens from PubChem.
